# Myeloid diff MLP: compounds promoting myeloid differentiation. AID 624256. calls only at 10 µM. ER-HoxA9 myeloid progenitors, lysozyme-GFP differentiation, flow cytometry. hit rate 1% among 360,000;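 active means normalized GFP-positive differentiation at or above the plate's own cutoff, the solvent-only control mean plus 3 SD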;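 further: cells exposed to compound for four days before flow analysis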
# Myeloid diff MLP GFP+ MAC1+ %: second read-out of Myeloid diff MLP, no call of its own (marks repeat the call); GFP+ MAC1+ double positive, %; measured here: differentiation confirmed by MAC1 staining
# The depositor's hits bear a star; i = inactive; + = active, no number. Only part of the results is shown; the hit share may differ from the screen's.
SMILES,Myeloid diff MLP,Myeloid diff MLP GFP+ MAC1+ %
CCOC1=C2CN(S(=O)(=O)c3ccc(C)cc3)[C@@H](c3cccc4ccccc34)C[C@H]2[C@H]2C(=O)N(c3ccccc3)C(=O)[C@H]2C1,i,0.6
Nc1nc2ccc(Cl)cc2cc1C(=O)NCCc1ccc(O)cc1,i,1.8
CCCS(=O)(=O)NC(=O)C1(C)CCN(C(=O)c2ccccc2OC(F)(F)F)C1 (stereo not given),i,1.3
O=C(Nc1ccc(Br)cc1)c1cc(-c2ccncc2)nc2ccccc12,i,2.2
CCOc1ccccc1OCCCC(=O)Nc1ccc(S(=O)(=O)Nc2cc(C)nc(C)n2)cc1,i,1.0
COc1ccccc1CNS(=O)(=O)c1c(C)cc(C)cc1C,i,0.6
CC(C)C[C@@H]1COc2cccc(N3CCN(Cc4ccccc4F)CC3)c2S(=O)(=O)N1,i,0.5
CCC/C=C/c1ccc(CN2C(C(C)C)C(=O)N(Cc3cn(Cc4ccco4)nn3)CCS2(=O)=O)cc1 (stereo not given),i,2.9
CS(=O)(=O)Nc1cccc(NC(=O)C2Cc3c(-c4ccco4)ccnc3O2)c1 (stereo not given),i,0.4
CN=C(Nc1cccc(S(=O)(=O)N2CCOCC2)c1)c1ccccc1,i,0.5
CCCCn1cnc2c(SCc3ccccc3)nc(N)nc21,i,1.7
CCc1ccc([C@H]2[C@@H]3C(=O)C[C@@H]4C(=O)NC(=O)[C@@H]4[C@@H]3CN2S(=O)(=O)c2ccc(C)cc2)cc1,i,1.1
CCOC(=O)C1=C(COC(=O)c2cc(S(=O)(=O)N3CCOCC3)ccc2F)NC(=O)NC1C (stereo not given),i,0.7
CC(=O)Nc1ccccc1NC(=O)c1ccc2c(c1)OCO2,i,1.4
CCN1C[C@@H]2[C@@H]3C(=O)N(C)C(=O)[C@@H]3[C@](Cc3ccccc3)(C1=O)N2C(=O)c1ccccc1,i,1.5

# Four compounds out of the list above, arranged by their value in Myeloid diff MLP GFP+ MAC1+ %, lowest first:
compound	Myeloid diff MLP GFP+ MAC1+ %
CC(C)C[C@@H]1COc2cccc(N3CCN(Cc4ccccc4F)CC3)c2S(=O)(=O)N1	0.5
CCN1C[C@@H]2[C@@H]3C(=O)N(C)C(=O)[C@@H]3[C@](Cc3ccccc3)(C1=O)N2C(=O)c1ccccc1	1.5
CCCCn1cnc2c(SCc3ccccc3)nc(N)nc21	1.7
O=C(Nc1ccc(Br)cc1)c1cc(-c2ccncc2)nc2ccccc12	2.2

# New compounds follow.
SMILES,Myeloid diff MLP,Myeloid diff MLP GFP+ MAC1+ %
Cc1nn(-c2ncccn2)c2c1C(=O)CC(C)(C)C2Br (stereo not given),i,0.4
COc1cc(OC)cc(C(=O)NNC(=O)C(CCC(N)=O)NS(=O)(=O)c2ccc(Cl)cc2)c1 (stereo not given),i,0.3
CCN(Cc1ccccc1)C(=O)COC(=O)[C@@H]1CCCN1C(=O)c1cccs1,i,1.0
O=C1O[C@@H](c2ccccc2)C[C@@H](O)C(=O)CCCc2ccccc21,i,0.8
COc1ccc(NC(=O)c2cc(-c3cc(F)ccc3OC(C)C)n[nH]2)c(C)c1,i,1.7
CCCCCCN1CCN(C2CN(CCc3ccccc3)S(=O)(=O)C2)CC1 (stereo not given),i,0.0
CC(SC(C)C(=O)NN=Cc1c[nH]c2ccccc12)C(=O)NN=Cc1c[nH]c2ccccc12 (stereo not given),i,0.4
CSCCC(NC(=O)c1cccc(C)c1)C(=O)NCc1cccs1 (stereo not given),i,1.1
C=C[C@](C)(CC[C@@]1(C)C(C)CC(OC2OC(C)C(OC3OC(COC(C)=O)C(O)C(O)C3O)C(O)C2O)[C@@]2(C)C(C)=CCCC12)OC1OC(C)C(O[C@@H]2O[C@@H](C)C(O)C(O)[C@H]2O)C(O)C1O (stereo not given in full),i,2.4
CCc1nc2ccccc2n1CC(=O)NC1CCS(=O)(=O)C1 (stereo not given),i,1.1
COc1ccc(Cl)cc1NC(=O)CSc1nc2[nH]ncc2c(=O)[nH]1,i,2.0
O=S(=O)(Nc1cc(S(=O)(=O)N2CCOCC2)ccc1Cl)c1ccccc1,i,0.4
COc1ccc(Cc2c(C(C)(C)C)nc3ccc(Br)cn23)c(C)c1,i,0.7
O=C1c2ccccc2-c2c1c1ccccc1c(=O)n2-c1ccccc1,i,4.3
COC(=O)c1ccc2cc(F)cc(C)c2n1,i,0.0

# The last three entries of the section before open the next one.
SMILES,Myeloid diff MLP,Myeloid diff MLP GFP+ MAC1+ %
COc1ccc(Cc2c(C(C)(C)C)nc3ccc(Br)cn23)c(C)c1,i,0.7
O=C1c2ccccc2-c2c1c1ccccc1c(=O)n2-c1ccccc1,i,4.3
COC(=O)c1ccc2cc(F)cc(C)c2n1,i,0.0
CCOC(=O)[C@]12CCC=C1N(Cc1cccc3ccccc13)C(=O)[C@H](CC(=O)N1CCOCC1)C2,i,0.8
CCOc1ccc(C(=O)CCC(=O)NN2CCCCC2)cc1,i,0.4
CC1(C(=O)NCc2ccc3c(c2)OCO3)CCN1Cc1csc2ccccc12 (stereo not given),i,0.4
COc1ccc(NC(=O)C2(C)Cc3c(-c4cccc(C(F)(F)F)c4)ccnc3O2)cn1 (stereo not given),i,0.3
CC1CC(C)CN(C(=O)COc2cccnc2[N+](=O)[O-])C1 (stereo not given),i,0.4
O=CN(CCNc1ccccc1)c1ccccc1,i,1.1
COc1cc(/C=C/C(=O)OCC(=O)N(C)Cc2ccccc2)cc(OC)c1OC,i,0.6
COc1ccc(CNS(=O)(=O)CCNCc2ccccc2OC)cc1,i,1.0
CCCCN(C)c1c(C)nc2ccc(C(=O)NC3CCN(C)CC3)cn12,i,0.7
Cn1ccc2c(-c3cccc(C=O)c3)cc3c(c21)C1CCC3O1 (stereo not given),i,0.8
Cc1cccc(C)c1NC(=O)C(c1ccncc1)n1c(=O)c(-c2ccco2)nc2ccccc21 (stereo not given),i,4.2
COC(=O)c1c(-c2ccc(OC)cc2)sc2ccc(N3CCOCC3)cc12,i,1.5
O=C1OCCN1C(=O)[C@H]1[C@H](c2ccccc2)C(c2ccc(F)cc2)=NN1c1ccc(Br)cc1,i,0.7
COCC(C)n1c(SCC(=O)Nc2cccnc2Cl)nc2ccccc2c1=O (stereo not given),i,1.0
COc1ccc(O)c(C(=O)CC(=O)c2ccncc2)c1,i,0.7
Cc1ccc(-n2c(SCC(=O)NC3CCS(=O)(=O)C3)nc3ccccc3c2=O)c(C)c1 (stereo not given),i,0.7
Cc1cccc(NC(=O)CN2CCN(C(=O)C3CCN(C(=O)/C=C/c4ccccc4)CC3)CC2)c1C,i,0.8
O=C1NC[C@@H](CCCCN2C[C@H](Cc3ccccc3)N(CCc3ccccc3)C(=O)C2=O)N(Cc2ccccc2)C1=O,i,0.8
COc1cccc(-c2csc(Nc3ccc(Oc4ccccc4)cc3)n2)c1,i,0.3
COc1cc(/C=C/C(=O)OC(C)C(=O)Nc2ccc(Cl)cn2)ccc1OC(F)F (stereo not given),i,0.7
COc1cccc2cc(C(=O)OCC(=O)N3CC(C)OC(C)C3)c(=O)oc12 (stereo not given),i,0.5
CC(C)(C)N(Cc1ccccc1)C(=O)COC(=O)C1CC(=O)N(Cc2ccccc2)C1 (stereo not given),i,0.0
COC(=O)[C@@]12C[C@@H](CC(=O)NCCCCc3ccccc3)C(=O)N(Cc3cccc4ccccc34)C1=CCC(C)(C)C2,i,1.5
COc1cc2c(cc1OC)C(=O)C(Br)CC2 (stereo not given),i,3.1
Cc1cc(C)c(C)c(S(=O)(=O)N2CCC(C(=O)N(C)Cc3nc4ccccc4c(=O)[nH]3)CC2)c1C,i,1.0
Cc1ccc(C(=O)NC(=S)c2c(C)cc3ccccn23)cc1,+,4.0*
NS(=O)(=O)c1cccc(C(=O)OCC(=O)NC2CCCc3ccccc32)c1 (stereo not given),i,1.3
CCCNC(=O)C[C@H]1C[C@H]2c3cc(NC(=O)Nc4ccc(F)cc4)ccc3O[C@H]2[C@@H](CO)O1,i,0.7
CSc1nc(N)nc2c1ncn2CC(=O)N[C@H](C)c1cccc2ccccc12,i,0.4
CCN(C[C@H]1N[C@@](Cc2ccccc2)(C(=O)OC)[C@H]2C(=O)N(Cc3ccccc3)C(=O)[C@@H]12)S(=O)(=O)c1ccc(C(C)(C)C)cc1,i,0.2
COC(=O)[C@]1(Cc2ccccc2)N[C@H](CN(C)C(=O)Nc2ccccc2)[C@@H]2C(=O)N(C)C(=O)[C@@H]21,i,0.9
Cc1cc(C)cc(C(O)c2ncc(-c3ccccc3F)[nH]2)c1 (stereo not given),i,2.3
C#CCOCCOCCOCCNc1nc(N2CCN(C(=O)[C@H]([C@@H](C)CC)n3cc(CCCN=C(N)N)nn3)CC2)nc(N2CCN(C(=O)[C@H]([C@@H](C)CC)n3cc(CCC(=O)O)nn3)CC2)n1,i,0.7
Cc1cccc(OC(=O)c2ccc3c(=O)n4c(nc3c2)CCC4)c1,i,2.2
OC[C@@H]1CN(Cc2ccc(Cl)cc2)C[C@H](n2cnc3c(N4CCN(c5ccccc5)CC4)ncnc32)O1,i,0.6
CCCCCCN1C[C@H](n2cc(-c3ccc(F)cc3)nn2)[C@@H](O)C[C@@H]1c1ccc(C)cc1,i,0.8
O=C(Nc1ccc2c(c1)[C@@H]1C[C@@H](CC(=O)N3CCCCC3)O[C@@H](CO)[C@@H]1O2)NC1CCCCC1,i,0.8
CCOc1ccc(NC(=O)c2ccc(NS(=O)(=O)c3cccc4cccnc34)cc2)cc1,i,0.3
C[C@H](CO)N1C[C@H](C)[C@@H](CN(C)Cc2ccc3c(c2)OCCO3)OCc2cnnn2CCCC1=O,i,0.7
COc1ccccc1C(=O)NC(CCSC)C(=O)Nc1ccc(C)c(S(=O)(=O)N2CCOCC2)c1 (stereo not given),i,0.2
C[C@H]1CN(S(=O)C(C)(C)C)[C@@H](CCO)/C1=C\CCO (stereo not given in full),i,0.8
O=C(Cc1cccc(NC(=O)C2CCCN(C(=O)C3CCCC3)C2)c1)Nc1ccc(C(=O)N2CCCCC2)cc1 (stereo not given),i,1.9
CCCCCC(=C/c1ccccc1)/C=N/Nc1ccc(S(=O)(=O)N2CCOCC2)cc1[N+](=O)[O-],i,1.5
COc1cc(/C=C/C(=O)Nc2ccc(S(=O)(=O)Nc3onc(C)c3C)cc2)cc(OC)c1OC,i,0.2
CC(=O)Nc1ccc(NC(=O)COC(=O)CCNS(=O)(=O)c2c(Cl)cccc2Cl)cc1,i,0.2

# A few values from above:
# COc1ccccc1C(=O)NC(CCSC)C(=O)Nc1ccc(C)c(S(=O)(=O)N2CCOCC2)c1 (stereo not given) in Myeloid diff MLP GFP+ MAC1+ % = 0.2
# COc1cc(/C=C/C(=O)Nc2ccc(S(=O)(=O)Nc3onc(C)c3C)cc2)cc(OC)c1OC in Myeloid diff MLP GFP+ MAC1+ % = 0.2

# Next section:
SMILES,Myeloid diff MLP,Myeloid diff MLP GFP+ MAC1+ %
CCCN(CC1CC1)C(=S)NC(=O)c1ccccc1C,i,0.3
CCC(CC)C(C(=O)NC1CCCC1)N1CCN(c2cc(C)nc3ccccc23)CC1 (stereo not given),i,1.2
COc1ccc(F)cc1CN1CCN(C(=O)c2ccc(S(=O)(=O)N3CCCCCC3)cc2)CC1,i,0.2
CC(C)S(=O)(=O)NC(=O)C1(C)CCN1C(=O)Cc1ccccc1 (stereo not given),i,1.2
CN(Cc1ccccc1)C(=O)c1ccc(NC(=O)Cc2ccc(NC(=O)C3CCN(C(=O)c4ccccc4)CC3)cc2)cc1,i,0.6
COC(=O)Cn1c2ccccc2c(=O)n1C(C)C,i,0.7
CC(=O)Nc1ccc(C(=O)OCC(=O)N(c2ccccc2)C2CCCCC2)cc1,i,1.8
O=C(Cc1cccc(NC(=O)C2CCCN(C(=O)c3ccccc3)C2)c1)Nc1ccc(C(=O)N2CCOCC2)cc1 (stereo not given),i,0.7
C[C@H](CO)N1C[C@H](C)[C@@H](CN(C)Cc2ccc(-c3ccccc3)cc2)Oc2c(NS(=O)(=O)c3ccccc3)cccc2C1=O,i,2.5
CC(C)(C)n1ncc2c(=O)n(Cc3cc(F)c(Cl)cc3Cl)cnc21,i,0.3
Cc1ccc([C@H]2C(C(=O)O)=C[C@@H](CC3CCCC3)N2S(=O)(=O)c2ccc(C)cc2)cc1,i,0.3
COC(=O)c1ccc2nc(-c3ccco3)c(Cc3ccccc3)n2c1,i,0.6
COc1ccc(-c2ccc(CN3C(C(C)C)C(=O)N(Cc4cn(CC5CCCCC5)nn4)CCS3(=O)=O)cc2)cc1OC (stereo not given),i,0.5
Cc1cc(C)cc(-c2nnc(SCC(=O)Nc3cc(C)on3)o2)c1,i,0.3
c1ccc(-c2nnnn2-c2ccccn2)cc1,i,1.0
Cc1cc(Br)ccc1NC(=O)CNC(=O)CN(C)C1CCS(=O)(=O)C1 (stereo not given),i,0.5
C[C@@H]1CN([C@@H](C)CO)C(=O)CCCn2nncc2CO[C@@H]1CN(C)S(=O)(=O)c1ccc(Oc2ccccc2)nc1,i,0.7
COC(=O)[C@]12CCCCC=C1N(CCc1ccc(OC)c(OC)c1)C(=O)[C@H](CC(=O)N1CCN(C(=O)c3ccco3)CC1)C2,i,6.0
CC(C)NC(=O)N(C)C[C@@H]1Oc2c(NC(=O)C3CCOCC3)cccc2C(=O)N([C@@H](C)CO)C[C@H]1C,i,0.9
COc1ccc(CCN2CC(C(=O)N(C)Cc3ccccn3)CCC2=O)cc1 (stereo not given),i,0.3
O=C(COC(=O)Cn1[nH]c(=O)c2ccccc2c1=O)Nc1ncc(Cl)cc1Cl,i,0.3
CC(C)NC(=O)c1csc(COCCO)n1,i,0.8
COc1ccc(CCNC(=O)c2cc3c(=O)n4ccccc4nc3n(CC3CCCO3)c2=N)cc1 (stereo not given),i,2.8
O=C(NNC(=O)c1ccccc1-n1cccc1)c1cccnc1,i,0.4

# Part of the list above in a different format.
Molecule	Myeloid diff MLP	Myeloid diff MLP GFP+ MAC1+ %
COc1cc(/C=C/C(=O)OCC(=O)N(C)Cc2ccccc2)cc(OC)c1OC	i	0.6
COc1ccc(CNS(=O)(=O)CCNCc2ccccc2OC)cc1	i	1.0
CCCCN(C)c1c(C)nc2ccc(C(=O)NC3CCN(C)CC3)cn12	i	0.7
Cn1ccc2c(-c3cccc(C=O)c3)cc3c(c21)C1CCC3O1 (stereo not given)	i	0.8
Cc1cccc(C)c1NC(=O)C(c1ccncc1)n1c(=O)c(-c2ccco2)nc2ccccc21 (stereo not given)	i	4.2

# Screening data deposited in PubChem by NMMLSC.
